High-throughput results from PubChem BioAssay.
PP1 counter = PP1-alpha phosphatase inhibitors, primary screen, counter-screen for PP5 inhibitor project, biochemical, fluorescence, OMFP substrate, single point | Serine/threonine-protein phosphatase PP1-alpha catalytic subunit (Homo sapiens), P62136 | purified PP1alpha | inhibition, % at 6.7 µM | hit rate 0.9% among 320,000;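 active = inhibition above the mean inhibition of all tested compounds plus 3 SD, computed separately for each screening campaign, cut at about 15% in these data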
Target sequence (P62136 whole entry, looked up): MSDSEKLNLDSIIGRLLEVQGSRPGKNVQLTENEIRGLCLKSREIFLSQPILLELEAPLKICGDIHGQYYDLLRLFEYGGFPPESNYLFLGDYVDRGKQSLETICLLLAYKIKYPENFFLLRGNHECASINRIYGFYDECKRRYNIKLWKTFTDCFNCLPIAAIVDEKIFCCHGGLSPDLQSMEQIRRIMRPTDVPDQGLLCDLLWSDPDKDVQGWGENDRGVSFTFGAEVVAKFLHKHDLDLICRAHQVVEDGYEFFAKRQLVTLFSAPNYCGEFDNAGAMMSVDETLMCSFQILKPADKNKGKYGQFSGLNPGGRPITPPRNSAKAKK
Fh CTSL1 inh = Fasciola hepatica cathepsin L1 inhibitors, primary screen, counter-screen for PFM18AAP inhibitor project, biochemical, QFRET, fluorogenic peptide substrate. recombinant F. hepatica cathepsin L1, Z-Leu-Arg-MCA fluorescence. inhibition, % at 5.96 µM. hit rate 0.49% among 300,000. AID 1906, 2009;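 active = inhibition above the mean of all tested compounds plus 3 SD, set per screening campaign, cut at about 17% in these data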;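 note: 0% = plate median of test compound wells and 100% = 1 µM Z-Phe-Ala-diazomethylketone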
TPT1 inh = Candida albicans TPT1 enzyme inhibitors, primary screen, biochemical, fluorescence polarization; tRNA 2'-phosphotransferase TPT1 (Candida albicans SC5314); recombinant caTPT1, FP RNA substrate dephosphorylation; inhibition, % at 5 µM; hit rate 0.81% among 300,000;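 active = inhibition above the mean of all tested compounds plus 3 SD, set per screening campaign, cut at about 24% in these data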;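 note: plate controls were DMSO alone for no effect and ferristatin control at 100 nM for full effect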
HCV core dimer = inhibitors of HCV core protein dimerization, primary screen, biochemical, TR-FRET, high-throughput. TR-FRET GST/Flag-core106 dimerization, 1536-well. hit rate 0.33% among 300,000. inhibition, % at 5 µM. AID 1899, 2009;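 active = inhibition above the mean of all tested compounds plus 3 SD, set per screening campaign, cut at about 45% in these data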
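System: GST-tagged and Flag-tagged HCV core protein residues 1-106 / Input: core106 proteins, GST 13.5 nM and Flag 17 nM / Buffer or medium: KF-containing HEPES buffer, pH 7.45, DTT, CHAPS, BSA / Probe or stimulus: Eu-anti-GST and XL665-anti-Flag labelled anti-tag antibodies / Schedule: 4 h, 22.5 °C incubation / Technique: TR-FRET 671 and 617 nm emission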
CR mimetic SO = reduction of superoxide in aged yeast, primary screen, HTS; S. cerevisiae aged cells, superoxide DHE fluorescence; hits give low values; superoxide response (% of plate mean), % at 10 µM; hit rate 0.18% among 330,000; AID 2690, 2010;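 active = superoxide response under a set limit, about three screen SD below normal, cut at about 65% in these data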;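 note: yeast aged for seven days with compound at 30 °C before DHE staining; 100% = average MFI of all compound-treated wells on the plate with controls excluded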
EBNA-1 inhibitor = EBNA-1 DNA-binding inhibitors, primary screen, biochemical, fluorescence polarization. inhibition, % at 14.8 µM. hit rate 0.34% among 300,000; in the data active = inhibition above about 28%
ZTA DNA inh = ZTA (EBV) inhibition in EBNA-1 counter-screen. P03206. ZTA-DNA binding, fluorescence polarization. inhibition, % at 11 µM. hit rate 0.15% among 320,000; in the data active = inhibition above about 33%
Target sequence (P03206 whole entry, looked up): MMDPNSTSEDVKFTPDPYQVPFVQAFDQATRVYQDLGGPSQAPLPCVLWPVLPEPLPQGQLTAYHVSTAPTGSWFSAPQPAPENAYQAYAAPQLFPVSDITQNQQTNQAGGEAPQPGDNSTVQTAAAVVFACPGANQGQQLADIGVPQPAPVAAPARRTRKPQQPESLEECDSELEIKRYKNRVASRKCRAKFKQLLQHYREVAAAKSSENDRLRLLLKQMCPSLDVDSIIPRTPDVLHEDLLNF
JMJD2C inh = inhibitors of GASC-1 histone demethylase, primary screen, biochemical, fluorescence, DELFIA europium | GST-JMJD2C(1-420) H3K9me3 demethylation | AID 2099, 2009 | hit rate 0.069% among 330,000 | inhibition, % at 2.35 µM | Lysine-specific demethylase 4C (Homo sapiens), Q9H3R0;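 active = more than half of a compound's replicate wells show inhibition beyond 50%, single wells judged on their own value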;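 note: signal counts dimethyl H3K9 product captured on neutravidin plate; 0% = median of DMSO wells and 100% = 0.3 times that DMSO median; strong numbers were not always called active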
Target sequence (Q9H3R0 1-420 limits assumed): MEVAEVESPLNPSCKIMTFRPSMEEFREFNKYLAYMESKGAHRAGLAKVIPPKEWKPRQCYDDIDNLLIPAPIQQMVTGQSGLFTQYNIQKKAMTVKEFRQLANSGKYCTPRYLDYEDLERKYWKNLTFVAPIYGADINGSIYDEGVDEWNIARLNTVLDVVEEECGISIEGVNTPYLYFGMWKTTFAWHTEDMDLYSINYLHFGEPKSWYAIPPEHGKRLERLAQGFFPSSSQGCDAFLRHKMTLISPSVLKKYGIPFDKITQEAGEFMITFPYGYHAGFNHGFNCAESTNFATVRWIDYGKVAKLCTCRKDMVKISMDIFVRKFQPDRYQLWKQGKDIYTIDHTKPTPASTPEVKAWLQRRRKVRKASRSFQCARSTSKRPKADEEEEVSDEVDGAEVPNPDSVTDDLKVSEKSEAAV
PP5 inh = PP5 phosphatase inhibitors, primary screen, biochemical, fluorescence; Serine/threonine-protein phosphatase 5 (Homo sapiens), P53041; purified PP5c, OMFP substrate fluorescence; inhibition, % at 6.7 µM; hit rate 0.18% among 320,000;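 active = inhibition above the campaign's mean inhibition across all tested compounds plus 3 SD, cut at about 9.5% in these data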;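 note: 0% = DMSO only and 100% = 100 µM cantharidin control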
* = called active by the depositor; i = inactive; . = not tested or not shown.

SMILES | PP1 counter | Fh CTSL1 inh | TPT1 inh | HCV core dimer | CR mimetic SO | EBNA-1 inhibitor | ZTA DNA inh | JMJD2C inh | PP5 inh
CCC(C(=O)NCCCc1ccccc1)n1nc(C)c2c(C)n(-c3ccccc3)nc2c1=O (stereo not drawn) | -2 | 5 | 2 | 7 | 100 | 4 | -7 | 1 | 3.2
O=C(Nc1ccc2c(c1)OCO2)c1cc(-c2ccncc2)nc2ccccc12 | 3 | 1 | 0 | 2 | 117 | -5 | -4 | -14 | 0.9
CCOc1ncccc1C(=O)OCC(=O)Nc1cc(S(=O)(=O)N2CCOCC2)ccc1Cl | -2 | -6 | -1 | 4 | 129 | 2 | 2 | 2 | 0.6
CCOc1ccc(NC(=O)CCN2C(=S)NC(C)(C)CC2C)cc1 (stereo not drawn) | -4 | 4 | 0 | -4 | 100 | -12 | -19 | 12 | 0.5
Cc1cc(N2CCN(C)CC2)nc2ccc(NC(=O)c3ccccc3F)cc12 | 2 | -1 | 0 | 2 | 107 | 7 | 14 | -2 | -0.1
CCCc1ccc(OCC(O)CN2CCN(c3ccccc3)CC2)cc1 (stereo not drawn) | 4 | -1 | 1 | -5 | 110 | -13 | -8 | -3 | 5.7
Cc1ccc(NC(=O)COC(=O)c2cc(Cl)ccc2[N+](=O)[O-])cc1 | -2 | 3 | -5 | -3 | 84 | 0 | 1 | -8 | 1.2
Cc1nc2ccc(S(=O)(=O)NC(C(=O)NCc3ccco3)C(C)C)cc2s1 (stereo not drawn) | -8 | 1 | -1 | -2 | 102 | 10 | -1 | -7 | 1.3
CCCCN(Cc1cc2ccccc2[nH]c1=O)C(=O)c1ccccn1 | -3 | -7 | 3 | 1 | 95 | -17 | -6 | 1 | -0.7
COc1ccc(C)cc1NC(=O)C1CCN(S(=O)(=O)c2ccc3c(c2)C(C)(C)C(=O)N3C)CC1 | 1 | -4 | -5 | 14 | 113 | -5 | 2 | -13 | -2.5
Cc1ccc(N2C(=O)C3C4C=CC(CNC(=S)Nc5cccc(Cl)c5)(O4)C3C2=O)cc1 (stereo not drawn) | -2 | 1 | 3 | 9 | 79 | 0 | 13 | -2 | 0.5
CCCn1c(C(C)Nc2nc(-c3ccc(Cl)c([N+](=O)[O-])c3)cs2)nc2ccccc21 (stereo not drawn) | 6 | -2 | 2 | 17 | 97 | 8 | 11 | i | 4.7
CSCCC(NS(=O)(=O)c1cccs1)C(=O)NCc1ccc(C)cc1 (stereo not drawn) | -1 | -6 | -1 | -10 | 75 | -12 | -1 | -3 | 2.6
CCC(=O)Nc1ccc2nc(C)n(Cc3ccccc3Cl)c(=O)c2c1 | 1 | 0 | 5 | 6 | 83 | 10 | -5 | 0 | 0.1
CC(=O)Nc1cccc(C(=O)/C=C/c2ccc(C)cc2)c1 | 1 | -2 | 0 | 0 | 92 | 5 | 4 | 8 | -1.0
Cc1cc(/C=C(\C#N)C(=O)NCc2ccco2)c(C)n1-c1ccc(C(=O)O)cc1 | 0 | 3 | -1 | 9 | 125 | 11 | 8 | 0 | -2.0
CCOc1ccc(NC(=O)COc2ccc(OC)cc2)cc1 | -3 | 0 | 2 | -7 | 94 | 8 | -4 | 5 | -0.5
S=C(Nc1ccc(Nc2ccccc2)cc1)NN1CCOCC1 | 1 | 12 | -1 | -3 | 107 | -13 | -6 | -4 | 2.2
COc1ccccc1CNC(=O)CCCn1c(=O)c2ccccc2n(CC(=O)NC2CCCC2)c1=O | -3 | -1 | -5 | 3 | 100 | 2 | -1 | -5 | -2.0
Cc1ccc(CN(C)C(=O)c2ccc3c(c2)NC(=O)CS3)o1 | 4 | 5 | 1 | -1 | 94 | -11 | -15 | -7 | 3.1
Cc1ccc(CCNC(=O)CS(=O)Cc2nc(-c3cccs3)oc2C)cc1 (stereo not drawn) | 2 | -15 | -1 | 2 | 110 | -4 | -17 | 3 | 0.7
O=C(NC1(C(F)(F)F)N=C2SCCN2C1=O)c1ccccc1 (stereo not drawn) | -2 | 3 | -4 | -3 | 105 | 4 | -13 | 3 | 0.7
COc1ccccc1OCCSc1nnc(CNC(=O)c2ccco2)n1C | -4 | -3 | 4 | 1 | 92 | -13 | 2 | 19 | 1.8
CCOC(=O)c1c(-c2cccs2)csc1NC(=O)c1ccncc1 | -2 | 3 | 1 | 0 | 98 | 0 | -6 | 11 | 1.6
O=C(COc1ccc2ccccc2c1)NNC(=O)c1ccc([N+](=O)[O-])cc1 | 5 | -4 | 1 | 10 | 96 | -1 | 2 | 2 | 0.1

Results in PP1 counter, EBNA-1 inhibitor and JMJD2C inh (two entries from above):
SMILES	PP1 counter	EBNA-1 inhibitor	JMJD2C inh
O=C(COc1ccc2ccccc2c1)NNC(=O)c1ccc([N+](=O)[O-])cc1	5	-1	2
O=C(Nc1ccc2c(c1)OCO2)c1cc(-c2ccncc2)nc2ccccc12	3	-5	-14

Carrying on:
SMILES | PP1 counter | Fh CTSL1 inh | TPT1 inh | HCV core dimer | CR mimetic SO | EBNA-1 inhibitor | ZTA DNA inh | JMJD2C inh | PP5 inh
CCOc1ccc(-c2cn3ccccc3n2)cc1[N+](=O)[O-] | -4 | -1 | 4 | 9 | 109 | -8 | -14 | 0 | 5.6
COc1ccc2cnnc(SCC(=O)Nc3ccccc3)c2c1OC | -1 | 0 | 4 | -3 | 109 | 8 | 6 | 0 | -4.2
COC(=O)c1cc(S(=O)(=O)NCC2CCN(Cc3cccc(F)c3)CC2)c[nH]1 | 4 | -6 | -1 | 4 | 78 | -19 | -8 | 2 | -2.8
Cc1ccc(C(=O)NC(=S)Nc2ccccc2C(F)(F)F)cc1 | 0 | -3 | 1 | 1 | 95 | -1 | 10 | -4 | 3.8
N#Cc1cccc(NC(=O)CSc2n[nH]c(=O)[nH]c2=O)c1 | -1 | 4 | 0 | 0 | 85 | 3 | -11 | 3 | 0.8
CCCCOC(=O)c1cccc(NC(=O)CC)c1 | 0 | 0 | -2 | 1 | 102 | 6 | -6 | 22 | -0.4
CSc1ncccc1C(=O)OCC(=O)Nc1ccc(S(=O)(=O)N2CCCC2)cc1 | 6 | -13 | 1 | 5 | 105 | 8 | -3 | 3 | 5.7
CCOCC(=O)Nc1ncc(S(=O)(=O)c2ccc([N+](=O)[O-])cc2)s1 | -3 | 1 | -4 | -3 | 96 | -5 | -6 | -9 | -1.4
C=CCNC(=S)NNC(=O)c1ccc(OCC(C)C)cc1 | -5 | -4 | 1 | -4 | 111 | -8 | -2 | 8 | 5.8
CCOc1ccc(CNC(=S)N/N=C/c2ccc(OC)c(OC)c2)cc1 | -1 | 2 | -2 | 10 | 91 | 2 | 3 | 10 | 1.1
CCCc1cc(O)c2c(C)cc(=O)oc2c1 | 1 | 4 | -7 | -14 | 79 | -3 | -7 | 1 | 3.4
Cc1ccccc1-c1noc(C23CC4CC(CC(C4)C2)C3)n1 | -8 | -2 | -3 | 6 | 110 | -6 | 17 | 11 | 1.1
CCOc1ccc(NS(=O)(=O)c2ccc(NS(=O)(=O)c3ccccc3)cc2)cc1 | -1 | -1 | -3 | 1 | 88 | 6 | 1 | 2 | 3.3
C(=N\N1CCN(C2c3ccccc3-c3ccccc32)CC1)/c1ccncc1 | 15 | 2 | -3 | 8 | 98 | 11 | 9 | -1 | 1.4
CC(C)(C)NC(=O)CSc1nc2cccnc2n1C1CCCCC1 | -1 | -2 | -2 | 1 | 102 | 3 | -6 | 42 | 14*
COc1ccc(O)c(C(=O)c2cnc3c(c2)CN(C)C(=O)N3)c1 | -4 | -3 | 3 | 2 | 98 | -11 | 1 | -1 | -0.3
COc1cccc(C(=O)Nc2ccc3c(cc2=O)[C@@H](NC(C)=O)CCc2cc(OC)c(OC)c(OC)c2-3)c1 | -2 | 5 | 0 | 0 | 106 | 6 | 2 | 16 | -1.3
COc1ccc(CCN2CC(C(=O)NCCc3ccc(F)cc3)CCC2=O)cc1 (stereo not drawn) | -3 | -3 | -1 | 2 | 79 | 4 | 3 | -3 | 0.5
COc1ccc(NC(=O)CN(C)C(=O)c2cc(C3CC3)nn2-c2ccccc2)cc1 | 0 | . | . | . | 82 | . | -10 | 16 | 3.4
O=C(COc1cc(Cl)c(Cl)cc1Cl)Nc1ccncc1 | 2 | 1 | -5 | -5 | 77 | -2 | -3 | 3 | 0.2
COc1cccc(NC(=O)CN(C)C(=O)CN2C(=O)NC3(CCCC3)C2=O)c1 | -3 | -1 | -3 | -3 | 70 | 4 | 1 | 4 | -1.3
CCOC(=O)c1cnc2cc(F)c(F)cc2c1N1CCOCC1 | -2 | 2 | -2 | -4 | 101 | -1 | -5 | 6 | 7.3
COc1ccc(C(=O)N2CCCC(CCC(=O)NCc3ccc(F)c(F)c3)C2)o1 (stereo not drawn) | -6 | -1 | 0 | 4 | 100 | 5 | -6 | 10 | 2.7
COc1ccccc1-c1nn(Cc2ccccc2)cc1/C=C/C(=O)O | -1 | 8 | 0 | -1 | 101 | -1 | 7 | 5 | -0.8
Cc1cccc(-c2noc(CCC(=O)NCCc3ccccc3)n2)c1 | 1 | 2 | 1 | 9 | 107 | 5 | 8 | -5 | 2.2
CCOc1ccc(-n2c(SCC(=O)Nc3ccc4c(c3)OCCO4)nc3c(c2=O)SCC3)cc1 | 0 | 3 | 0 | 4 | 84 | 0 | -15 | -1 | 2.4

3 entries from above, ordered by the number in JMJD2C inh, smallest number first:
| mol | JMJD2C inh |
| --- | --- |
| CCOc1ccc(-n2c(SCC(=O)Nc3ccc4c(c3)OCCO4)nc3c(c2=O)SCC3)cc1 | -1 |
| COc1cccc(NC(=O)CN(C)C(=O)CN2C(=O)NC3(CCCC3)C2=O)c1 | 4 |
| COc1cccc(C(=O)Nc2ccc3c(cc2=O)[C@@H](NC(C)=O)CCc2cc(OC)c(OC)c(OC)c2-3)c1 | 16 |

Taken from above:
For JMJD2C inh, O=C(COc1cc(Cl)c(Cl)cc1Cl)Nc1ccncc1 reads 3
For HCV core dimer, COc1cccc(NC(=O)CN(C)C(=O)CN2C(=O)NC3(CCCC3)C2=O)c1 reads -3
For PP5 inh, Cc1cccc(-c2noc(CCC(=O)NCCc3ccccc3)n2)c1 reads 2.2
For EBNA-1 inhibitor, N#Cc1cccc(NC(=O)CSc2n[nH]c(=O)[nH]c2=O)c1 reads 3

An excerpt of the results above:
SMILES | PP1 counter | Fh CTSL1 inh | TPT1 inh | HCV core dimer | CR mimetic SO | EBNA-1 inhibitor | ZTA DNA inh | JMJD2C inh | PP5 inh
COc1ccc(CCN2CC(C(=O)NCCc3ccc(F)cc3)CCC2=O)cc1 (stereo not drawn) | -3 | -3 | -1 | 2 | 79 | 4 | 3 | -3 | 0.5
COc1ccc(NC(=O)CN(C)C(=O)c2cc(C3CC3)nn2-c2ccccc2)cc1 | 0 | . | . | . | 82 | . | -10 | 16 | 3.4
O=C(COc1cc(Cl)c(Cl)cc1Cl)Nc1ccncc1 | 2 | 1 | -5 | -5 | 77 | -2 | -3 | 3 | 0.2
COc1cccc(NC(=O)CN(C)C(=O)CN2C(=O)NC3(CCCC3)C2=O)c1 | -3 | -1 | -3 | -3 | 70 | 4 | 1 | 4 | -1.3
